# Compound activity from PubChem BioAssay.
# PHOSPHO1 block: PubChem AID 1565 | inhibition, % at 13.3 µM | recombinant PHOSPHO1, absorbance phosphatase assay | Phosphoethanolamine/phosphocholine phosphatase (Homo sapiens), Q8TCT1 | actives 1.1% (n = 290,000); in the data active means inhibition above about 60%
# Target sequence (Q8TCT1 whole entry, looked up): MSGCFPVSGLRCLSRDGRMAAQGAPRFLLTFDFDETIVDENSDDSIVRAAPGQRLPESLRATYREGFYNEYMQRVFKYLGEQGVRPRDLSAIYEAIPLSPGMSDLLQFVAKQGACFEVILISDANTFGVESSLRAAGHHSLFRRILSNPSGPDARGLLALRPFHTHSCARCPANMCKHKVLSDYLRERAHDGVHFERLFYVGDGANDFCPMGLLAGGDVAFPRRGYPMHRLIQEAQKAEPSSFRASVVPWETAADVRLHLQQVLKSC
# NALP1 inh: NALP1 inflammasome inhibitors in reconstituted yeast, colorimetric, S. cerevisiae, triplicate retest. S. cerevisiae NALP1/ASC/caspase-1 growth, X-gal OD620, 72 h. inhibition, % at 10 µM. actives 0.61% (n = 280,000). AID 2071, 2009; in the data active means inhibition mostly above about 24%, no sharp cut-off; inactive means mostly below about 32%; further: some compounds called inactive have numbers as strong as hits
# OXTR ag: human OXTR agonists, primary screen, fluorescence, CHO-OTR cells, Fluo-8 calcium; Fluo-8 calcium fluorescence; normalized: DMSO 0%, oxytocin 100%; activation, % at 3 µM; actives 0.32% (n = 320,000); AID 2435, 2010;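 active means activation above the mean of all tested compounds plus 3 SD, cutoff set per screening run, cut at about 20% in these data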;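 further: peak over basal fluorescence ratio from a 100 s FLIPR kinetic read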
# Target sequence (P30559 whole entry, looked up): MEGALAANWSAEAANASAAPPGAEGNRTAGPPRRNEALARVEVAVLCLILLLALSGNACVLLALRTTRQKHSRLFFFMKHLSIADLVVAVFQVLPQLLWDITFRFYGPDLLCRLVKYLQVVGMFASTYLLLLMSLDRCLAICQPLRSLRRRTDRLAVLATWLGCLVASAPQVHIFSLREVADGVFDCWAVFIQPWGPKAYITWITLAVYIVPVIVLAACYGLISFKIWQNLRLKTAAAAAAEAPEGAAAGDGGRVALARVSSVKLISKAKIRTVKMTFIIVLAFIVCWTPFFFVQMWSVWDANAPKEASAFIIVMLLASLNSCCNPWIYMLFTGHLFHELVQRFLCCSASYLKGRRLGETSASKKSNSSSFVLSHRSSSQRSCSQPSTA
# MEKK2mut PB1 HTS: MEK5 binding signal on mutant MEKK2 PB1, primary screen, biochemical, multiplex bead flow cytometry, Alexa488-MEK5 | Alexa488-MEK5 binding to MEKK2 mutant | percent response, % at 10 µM | actives 0.35% (n = 290,000) | AID 1530, 2009; in the data active means percent response above about 24%, passing the limit was not always enough; further: inactives centre near 1; some results filed as inactive read as strong as hits; reference of the scale not given here
# GPR7 antagonist: GPR7 receptor antagonists, primary screen, cell-based, fluorescence, single concentration; GPR7-expressing cells, fluorescence antagonist assay; actives 1.1% (n = 290,000); Neuropeptides B/W receptor type 1 (Homo sapiens), P48145; inhibition, % at 4.4 µM; in the data active means inhibition above about 16%, passing the limit was not always enough;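 further: cells stimulated with the agonist NPW; 0% = agonist with vehicle and 100% = vehicle without agonist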
# Target sequence (P48145 whole entry, looked up): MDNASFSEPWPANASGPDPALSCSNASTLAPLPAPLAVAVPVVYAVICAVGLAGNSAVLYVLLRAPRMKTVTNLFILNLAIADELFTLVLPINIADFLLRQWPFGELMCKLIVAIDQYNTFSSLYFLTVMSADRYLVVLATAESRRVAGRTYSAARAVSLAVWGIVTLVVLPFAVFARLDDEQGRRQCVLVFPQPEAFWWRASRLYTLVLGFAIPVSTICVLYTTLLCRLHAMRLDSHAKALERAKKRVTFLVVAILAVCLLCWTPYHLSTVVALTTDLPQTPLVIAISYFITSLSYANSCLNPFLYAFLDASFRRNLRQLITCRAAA
# MEKK2wt PB1 HTS: modulators of MEK5 binding to wildtype MEKK2, primary screen, biochemical, multiplex bead flow cytometry, Alexa488-MEK5; Alexa488-MEK5 binding to MEKK2 WT; actives lie on both sides; binding response (% of control), % at 10 µM; actives 1.1% (n = 290,000); in the data active means binding response below about 67% or above about 130%
# PfM18AAP inh: PfM18AAP inhibitors, malaria aminopeptidase, primary screen, biochemical, QFRET, recombinant enzyme; H-Glu-NHMec fluorogenic cleavage; inhibition, % at 7.35 µM; actives 1.2% (n = 290,000);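 active means inhibition above the campaign mean inhibition over all tested compounds plus 3 SD, cut at about 28% in these data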;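 further: 0% = plate median of test compound wells and 100% = 2 mM ZnCl2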
# DNA FID counter: compounds displacing fluorescent DNA intercalator, primary screen, artefact control for HCV NS3 helicase inhibitor project, biochemical, FID fluorescence; inhibition, % at 7.9 µM; DNA fluorescent intercalator displacement; actives 0.17% (n = 290,000); in the data active means inhibition above about 37%;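 further: 0% = vehicle and 100% = reference compound; higher means more ethidium bromide displaced from hairpin DNA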
# MEKK3 PB1 HTS: modulators of MEKK3-MEK5 PB1 binding, primary screen, biochemical, wildtype MEKK3, multiplex bead flow cytometry, Alexa488-MEK5; actives 1.4% (n = 290,000); binding response (% of control), % at 10 µM; Mitogen-activated protein kinase kinase kinase 3 (Homo sapiens), Q99759; bead-based flow cytometry, Alexa488-MEK5 binding to MEKK3; actives lie on both sides; 0 = blocked by unlabeled MEK5, 100 = vehicle;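 active means binding response more than 3 SD above or below the average of its plate-row segment, actives on both sides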;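 further: Alexa488 bead fluorescence after subtracting the streptavidin-only scavenger bead signal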
# Starred values were filed as active, the others as inactive; nt = not tested or not shown; [ ] = dose if it differs, or a comment. Hits appear at their usual frequency; overall some 6.2% were active at least once.
structure,MEKK3 PB1 HTS,MEKK2wt PB1 HTS,GPR7 antagonist,DNA FID counter,OXTR ag,NALP1 inh,PHOSPHO1 block,PfM18AAP inh,MEKK2mut PB1 HTS
Cc1ccccc1-n1c(SCC(=O)c2cc(C)n(C)c2C)nnc1-c1ccncc1,97.0,100.0,-0.2,-26.9,-0.8,-11.8,93.4*,11.9,2.0
COC(=O)C1=NNC2(c3ccc(Cl)cc3)C(=O)N(c3ccccc3)C(=O)C12 (stereo not given),95.0,97.0,-4.3,-8.5,0.4,21.5,4.1,-0.3,6.0
O=C(/C=C/c1cc2ccccc2o1)c1ccccc1O,87.0,91.0,-2.8,-2.6,-0.4,15.4,15.7,-4.8,-21.0
CCSCc1nnc(SCC(=O)Nc2cc(F)ccc2C)n1C,103.0,100.0,-9.8,-0.8,-0.4,1.7,17.0,-8.5,-1.0
CCOc1ccc(S(=O)(=O)N(C)CC(=O)NCc2ccccn2)cc1Cl,98.0,97.0,-7.2,-20.2,-1.6,6.7,23.9,0.6,-5.0
CC(=O)N1N=C(c2cccnc2)OC1c1ccc(C(C)C)cc1 (stereo not given),98.0,99.0,-6.0,-8.5,-0.2,12.4,32.8,7.8,-7.0
CC(C)(C)c1ccc(S(=O)(=O)Nc2cccc(C3OCCCO3)c2)cc1,96.0,98.0,1.2,-16.0,3.1,33.0,20.8,-9.7,-2.0
CN(C)C(=O)CS(=O)(=O)c1ccc(Cl)cc1,93.0,98.0,-10.2,-3.4,-0.3,-25.4,23.1,4.3,-4.0
CCC1(C)Cc2c(C#N)c(N)sc(=S)c2CO1 (stereo not given),95.0,60.0*[inhibitor],-6.3,-1.6,-0.3,7.6,89.7*,6.5,-5.0
O=C(c1cnn(C(=O)COc2ccc(Cl)cc2)c1)c1ccccc1O,102.0,91.0,-8.5,-4.5,0.1,40.9,0.2,30.2*,-2.0
O=C(O)CC(C(=O)Nc1ccc(Cl)cc1Cl)C1CCCO1 (stereo not given),102.0,100.0,-7.4,-3.5,0.2,-5.4,17.7,1.1,7.0
CC1=C(C(=O)c2ccccc2)C(c2cn(-c3ccccc3)nc2-c2ccc(Cl)cc2)NC(=S)N1 (stereo not given),100.0,93.0,4.3,-3.8,-0.4,0.5,37.5,-1.9,-4.0

# Structures listed so far containing two or more sulfur atoms, in the order listed:
structure,MEKK3 PB1 HTS,MEKK2wt PB1 HTS,GPR7 antagonist,DNA FID counter,OXTR ag,NALP1 inh,PHOSPHO1 block,PfM18AAP inh,MEKK2mut PB1 HTS
CCSCc1nnc(SCC(=O)Nc2cc(F)ccc2C)n1C,103.0,100.0,-9.8,-0.8,-0.4,1.7,17.0,-8.5,-1.0
CCC1(C)Cc2c(C#N)c(N)sc(=S)c2CO1 (stereo not given),95.0,60.0*[inhibitor],-6.3,-1.6,-0.3,7.6,89.7*,6.5,-5.0

# Remaining list, next part.
structure,MEKK3 PB1 HTS,MEKK2wt PB1 HTS,GPR7 antagonist,DNA FID counter,OXTR ag,NALP1 inh,PHOSPHO1 block,PfM18AAP inh,MEKK2mut PB1 HTS
COc1ccc(OC)c(S(=O)(=O)N2CCN(c3ccccc3)CC2)c1,106.0,103.0,-9.7,-16.6,-1.0,19.9,nt,1.3,5.0
COc1ccc(S(=O)(=O)N2CCC3(CC2)OCCO3)cc1,101.0,92.0,-9.2,0.4,0.7,7.5,24.6,1.9,-5.0
CC(=O)NC(Cc1ccc(F)c(F)c1)C(=O)NC1CCN(C(=O)c2ccc(C)cc2)CC1 (stereo not given),102.0,99.0,3.2,-24.2,-0.7,6.1,30.4,-7.3,-2.0
COc1ccc(NC2=Nc3cccc4cccc2c34)cc1OC,102.0,104.0,18.3,5.3,0.6,6.1,-41.8,-7.5,5.0
CCOC(=O)c1c(O)c2c([nH]c1=O)CCCC2,94.0,100.0,1.6,-1.5,-0.6,15.7,-15.3,4.1,7.0
CC(C)C(=O)N=C1SC2CS(=O)(=O)CC2N1Cc1ccccc1 (stereo not given),100.0,100.0,-0.6,-7.9,0.1,16.5,-0.5,-9.5,-2.0
Cc1sc2nc(C3CC3)nc(SCC(=O)N3c4ccccc4CC3C)c2c1C (stereo not given),107.0,100.0,-13.4,3.8,-0.2,1.4,6.0,9.8,-1.0
CCOC(=O)C1CCCN(c2oc(-c3ccc(OC)cc3)nc2C#N)C1 (stereo not given),91.0,92.0,-1.5,-18.1,-1.4,-15.9,32.2,-14.0,-3.0
Cc1cc(=O)oc2cc(OC(C(=O)O)c3ccccc3)ccc12 (stereo not given),105.0,108.0,-7.9,-10.2,2.1,24.3,19.5,-6.3,4.0
O=C(COc1ccc2ccccc2c1)NCCc1ccc2c(c1)OCCO2,101.0,98.0,11.6,-27.6,-0.8,42.0,2.4,-13.4,-2.0
COC(=O)c1ccccc1NC(=O)CSc1nnc(COc2cccc(OC)c2)n1C,90.0,88.0,-8.7,-9.8,-2.2,5.2,14.8,-9.4,-6.0
Cc1occc1C(=O)N1CCCC(N2CCN(c3ccccc3F)CC2)C1 (stereo not given),103.0,108.0,0.5,-20.8,-0.2,7.2,28.7,2.3,4.0
O=C(Nc1cccc(-n2cnnn2)c1)c1ccc(OC(F)(F)F)cc1,105.0,108.0,10.8,-14.0,1.6,6.7,31.9,4.4,9.0
CCc1nc(SCc2ccccn2)c2c(=O)n(C)c(=O)n(C)c2n1,106.0,109.0,-2.4,-4.1,-0.9,-8.5,-10.0,-7.9,8.0
Cn1c(SCC(=O)N2CCN(Cc3ccccc3)CC2)nnc1-c1ccncc1,93.0,98.0,-11.7,-10.4,0.2,3.6,10.9,1.2,-3.0
CCCC(=O)N(c1ccc(OCC)cc1)S(=O)(=O)c1ccc2c3c(cccc13)C(=O)N2C,101.0,93.0,-8.7,-7.1,0.8,6.5,22.6,2.8,-4.0
COc1ccc(NC(=O)CN(C)S(=O)(=O)c2cccs2)cc1,91.0,98.0,-11.1,-1.8,0.3,-12.7,6.8,0.0,-12.0
O=c1c2ccccc2nc(COc2ccccc2)n1/N=C/c1cn[nH]c1-c1ccccc1,102.0,100.0,-6.1,-9.8,-0.7,20.9,-9.3,5.9,1.0
Cc1c(Cl)cccc1NC(=O)C1C2C=CC(C2)C1C(=O)O (stereo not given),107.0,113.0,-15.8,-2.2,-1.4,13.9,24.7,2.8,10.0
CN1/C(=C\C=N\NC(=O)c2cccnc2)C(C)(C)c2ccccc21,99.0,96.0,-3.9,-20.6,0.4,10.0,1.0,5.4,-2.0
COc1ccc(C(=O)N/C(=C/c2ccc(Cl)cc2)C(=O)NCc2ccncc2)cc1,99.0,102.0,-5.9,-16.0,0.7,2.7,23.5,-1.7,4.0
COc1ccc(Br)cc1-c1nc(C)c(C(C)=O)n1O,98.0,100.0,-8.7,-5.5,0.0,14.6,16.1,-1.6,4.0
O=C(COc1cccc2ccccc12)NNC(=O)Nc1ccccc1,101.0,90.0,9.6,-2.7,-0.5,-13.3,-14.3,1.4,0.0
Cc1ccc(C(=O)Nc2cccc(C(F)(F)F)c2)cc1Nc1cnccn1,93.0,95.0,nt,nt,-0.7,nt,-4.3,nt,6.0

# The closing two entries of the part before open the next one:
structure,MEKK3 PB1 HTS,MEKK2wt PB1 HTS,GPR7 antagonist,DNA FID counter,OXTR ag,NALP1 inh,PHOSPHO1 block,PfM18AAP inh,MEKK2mut PB1 HTS
O=C(COc1cccc2ccccc12)NNC(=O)Nc1ccccc1,101.0,90.0,9.6,-2.7,-0.5,-13.3,-14.3,1.4,0.0
Cc1ccc(C(=O)Nc2cccc(C(F)(F)F)c2)cc1Nc1cnccn1,93.0,95.0,nt,nt,-0.7,nt,-4.3,nt,6.0
NC(=O)C1CCN(C(=O)/C=C/c2cc(Br)ccc2F)CC1,107.0,104.0,-6.6,7.0,1.5,12.7,8.6,-4.5,-1.0
Cc1ccc(O)c(NC(=S)NC(=O)CC(C)C)c1,100.0,100.0,1.7,0.7,0.1,19.2,11.1,13.7,-1.0
CCOC(=O)COc1ccc(-c2nnc(-c3ccccc3)o2)cc1,94.0,96.0,-4.2,-24.4,2.3,9.0,-36.8,3.7,-1.0
O=S(=O)(Nc1cccc(S(=O)(=O)N2CCCCCC2)c1)c1ccccc1,99.0,95.0,0.8,6.7,0.1,-9.3,16.8,0.5,-7.0
CCOC(=O)CC1C(=O)NCCN1C(=O)c1ccc(C)cc1 (stereo not given),94.0,98.0,-3.1,-2.1,0.0,10.0,nt,-1.5,-2.0
CN(C)c1oc(COc2ccc(F)cc2)nc1C#N,93.0,98.0,-4.0,-4.0,-2.0,24.3,16.7,-7.5,-1.0
CCC(C)C(=O)Nc1nc(C)c(-c2csc(Nc3cc(OC)ccc3OC)n2)s1 (stereo not given),103.0,111.0,-8.7,0.6,-2.5,9.7,62.2*,8.1,4.0
CCOc1ncccc1C(=O)OCC(=O)N(CC)c1ccccc1,99.0,92.0,-0.3,-19.2,-0.5,7.8,8.4,-11.5,-5.0
COc1ccccc1C(=O)N1C(CC(=O)Nc2cc(Cl)ccc2C)C(=O)NC2CCCCC21 (stereo not given),96.0,60.0,4.9,-32.5,3.1,-2.9,10.1,-7.6,-20.0
Fc1cccc(Cl)c1/C=N/Nc1c(Cl)cncc1Cl,90.0,93.0,-6.3,-0.4,-1.8,17.4,-1.8,4.0,-1.0
O=C(c1ccco1)N1CCN(Cc2cccc(C(F)(F)F)c2)CC1,102.0,108.0,-13.2,-20.0,-0.5,11.2,41.1,0.1,5.0
CCCNC(=O)C1CCN(S(=O)(=O)c2cccs2)CC1,nt,nt,-4.6,1.3,1.4,8.4,12.7,2.0,nt
C#Cc1ccc([C@H]2C=C(C(=O)N3CCOCC3)O[C@@H](OCc3ccc(CO)cc3)C2)cc1,107.0,105.0,-9.2,-28.7,0.2,-0.2,5.1,-2.4,9.0
CCOC(=O)c1[nH]c(COC(=O)C2CC(=O)N(Cc3ccccc3)C2)c(C(=O)OCC)c1C (stereo not given),102.0,102.0,-10.4,-24.8,0.4,6.7,-13.2,3.6,0.0
Cc1nnc(SCC(=O)Nc2cccc([N+](=O)[O-])c2)n1CC1CCCO1 (stereo not given),100.0,99.0,2.8,-3.5,0.5,11.7,26.5,5.3,0.0
CC(C)CNC(=O)c1cccc(NC(=O)c2ccccc2-c2ccccc2C(=O)O)c1,104.0,101.0,-14.8,-26.7,0.7,12.7,2.8,0.3,-1.0
O=C(c1ccco1)N1CCN(S(=O)(=O)c2cccc3nsnc23)CC1,102.0,102.0,-10.7,-4.6,18.2,11.1,42.1,-1.0,3.0
CCOCCCn1c(SCC(=O)Nc2ccccc2)nc2ccccc2c1=O,106.0,105.0,-13.5,-31.9,-2.5,0.6,30.5,1.9,11.0
CN(C)C(=O)CCCCCCCCC(=O)N(C)C,84.0,81.0,-5.3,-3.8,-0.2,nt,29.8,2.4,2.0
COc1cc(CC(NC(C)=O)C(=O)NC2CCN(c3nc(OC)nc(OC)n3)CC2)cc(OC)c1 (stereo not given),107.0,100.0,0.2,-7.7,0.6,nt,23.6,-2.5,-2.0
COC(=O)c1c(NC(=O)CSc2nnc(-c3ccco3)n2C)sc(C)c1C,111.0,108.0,-5.1,-6.1,-1.7,1.2,3.4,1.1,3.0
O=c1c(-c2ccc(Cl)cc2)coc2c(CN3CCOCC3)c(O)ccc12,103.0,108.0,-2.1,-2.5,-1.1,17.7,-5.5,1.5,13.0
